# High-throughput results: PubChem, National Center for Advancing Translational Sciences (NCATS)
# D2 antagonist = antagonizes the human D2 dopamine receptor | HEK293 TREx D2 cells, calcium flux, dopamine EC80 | inhibition, % at 10 µM | 340,000 compounds, 2% hits | AID 485344; in the data active means inhibition above about 30%; further: 0% is about no effect
# Target sequence (P14416 whole entry, looked up): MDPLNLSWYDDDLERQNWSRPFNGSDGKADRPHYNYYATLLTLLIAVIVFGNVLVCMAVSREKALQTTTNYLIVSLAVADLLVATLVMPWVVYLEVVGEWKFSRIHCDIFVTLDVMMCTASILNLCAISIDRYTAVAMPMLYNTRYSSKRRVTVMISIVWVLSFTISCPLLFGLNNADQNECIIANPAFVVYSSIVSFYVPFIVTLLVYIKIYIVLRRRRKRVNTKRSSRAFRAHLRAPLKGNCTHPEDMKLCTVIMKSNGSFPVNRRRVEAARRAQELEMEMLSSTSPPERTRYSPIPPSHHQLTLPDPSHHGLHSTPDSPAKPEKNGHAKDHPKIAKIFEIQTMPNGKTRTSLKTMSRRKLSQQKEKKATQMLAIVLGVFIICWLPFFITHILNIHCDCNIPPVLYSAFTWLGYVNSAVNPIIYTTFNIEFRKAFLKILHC
#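 Inhibition of EC80 dopamine-driven calcium flux, recorded kinetically, defines activity here; cells are a tetracycline-induced HEK293 T-REx line expressing force-coupled D2.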
# Vif-A3F inh = inhibitors of Vif-A3F interaction. HeLa A3F-eYFP + Vif (tagged APOBEC3F with the HIV-1 protein that degrades it), YFP fluorescence increase. Potency, µM (series often up to 46.1 µM), without a hit: at the top dose activity, negative = active. 390,000 compounds, 0.2% hits. AID 602313; further: potency means the concentration at half of the fitted maximal effect; % of control where 0% means no effect; nearly all actives have a fitted effect of over 65% in size
#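 Fluorescence increase (Ex 488/Em 500-530) after overnight compound treatment at 37 deg C flags inhibition of Vif-driven A3F-eYFP loss in stable HeLa A3F-eYFP/Vif cells seeded overnight beforehand.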
# Vif-A3G inh = inhibitors of Vif-APOBEC3G interaction; Q9HC16; HeLa A3G-eYFP + Vif (tagged APOBEC3G with the HIV-1 protein that degrades it), YFP fluorescence, overnight; Potency, µM (series often up to 46.1 µM), without a hit: at the top dose activity, negative = active, usual class: inhibitors; 410,000 compounds, 0.076% hits;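 further: potency means the concentration at half of the fitted maximal effect; on the % scale 0 is the no-effect control and ±100 the full control effect; nearly all actives have a fitted effect of over 60% in size; hits raise eYFP signal because A3G escapes Vif-driven loss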
# Target sequence (Q9HC16 whole entry, looked up): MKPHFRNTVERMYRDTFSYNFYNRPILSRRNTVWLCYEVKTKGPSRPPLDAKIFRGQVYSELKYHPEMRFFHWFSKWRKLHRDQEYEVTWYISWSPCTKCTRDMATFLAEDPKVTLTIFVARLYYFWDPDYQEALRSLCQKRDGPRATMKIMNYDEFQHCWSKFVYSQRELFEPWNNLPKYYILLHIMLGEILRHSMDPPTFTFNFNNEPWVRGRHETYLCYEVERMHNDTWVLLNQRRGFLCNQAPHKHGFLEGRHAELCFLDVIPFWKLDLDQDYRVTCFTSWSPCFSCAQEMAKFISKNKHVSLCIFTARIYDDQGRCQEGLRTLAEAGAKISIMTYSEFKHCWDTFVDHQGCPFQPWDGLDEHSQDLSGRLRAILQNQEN
#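 Read-out is eYFP fluorescence (Ex 488/Em 500-530) from Vif-expressing HeLa A3G-eYFP cells; more signal means A3G escaped Vif-mediated degradation. Cells plated overnight, compound pinned in, incubated overnight at 37 deg C.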
# D2 ag = D2 dopamine receptor (human) agonism. HEK293 T-REx D2 cells, calcium flux agonist mode. 340,000 compounds, 0.53% hits. AID 485358. activation, % at 2 µM;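 active means activation over 3 SD above normal in the single-dose calcium agonist read, cut at about 30% in these data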; further: 0% is about no effect
#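 Agonism scored from kinetic calcium signal (1 read/sec, 180 s) following compound pin transfer, after a 10 s baseline. Cells: HEK293 Trex line expressing inducible D2 receptor coupled to calcium, dye-loaded after overnight culture at 30 C.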
# ERG Ets-DNA blk = ERG Ets/DNA interaction inhibition | fluorescence polarization, His-ERG Ets domain / labelled DNA | 370,000 compounds, 0.028% hits | Potency, µM (doses to about 76.9 µM), without a hit: at the highest dose FP activity, negative = inhibition, hits mostly inhibitors | P11308; active means well fitted inhibition curve with a large enough effect in the polarisation, with a control signal flat; inconclusive means small, poorly fitted or top-dose-only effect, or effect the other way, or a change in a side signal; inactive means no such curve, though single readings can be large or run the other way; the % refers to the polarisation;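 further: polarization taken with two DNA probes labelled with fluorescein and Texas red; potency means the concentration at half of the fitted maximal effect; % of control where 0% means no effect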
#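 His-tagged ERG Ets domain (1 uM in the protein solution; 300mM KCl, 50mM Tris-HCl, 1mM EDTA, 1mM DTT, pH 7.5) received compound, then a probe mix of 5 nM fluorescein-DNA and 100nM Texas-615-DNA. Fluorescence polarization was read for both dyes.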
# RGS4 inh = human RGS4 inhibition. P49798. Transcreener GDP fluorescence polarization, RGS4-accelerated GTP hydrolysis. Potency, µM (highest dose often 114 µM), without a hit: at the highest dose activity change, negative = inhibition, hits mostly inhibitors. 390,000 compounds, 0.039% hits; further: potency means the concentration at half of the fitted maximal effect; on the % scale 0 is the no-effect control and ±100 the full control effect; nearly all actives have a fitted effect of over 75% in size; some results filed as inactive show a strong effect at the top dose
# Target sequence (P49798 whole entry, looked up): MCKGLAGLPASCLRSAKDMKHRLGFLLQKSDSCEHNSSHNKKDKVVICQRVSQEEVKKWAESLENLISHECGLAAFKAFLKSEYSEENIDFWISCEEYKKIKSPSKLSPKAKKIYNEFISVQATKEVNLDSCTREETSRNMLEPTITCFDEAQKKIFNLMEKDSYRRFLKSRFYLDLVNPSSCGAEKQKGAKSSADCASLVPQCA
#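 MLSMR compounds (23 nl, pin-transferred) preincubated 10 min at room temperature with a 500nM (2x) first reagent, then RGS4 at 900nM (2x) plus Transcreener GDP mix added; fluorescence polarization (620/688 nm) read before and after 90 min at 30 °C.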
# LDHA block = inhibitors of human lactate dehydrogenase A; activity change, % (values are at about 110 or 230 µM); P00338; purified LDHA, NADH/diaphorase-resazurin fluorescence; hits give low values; 480,000 compounds, 0.15% hits; in the data active means activity change below about -30%; inconclusive means mostly about -25% to -30%;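 further: plate controls were DMSO wells for no effect and wells without enzyme for full effect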
#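 LDH5 2 nM; NADH 0.06 mM, pyruvate 0.2 mM; 200 mM Tris pH 7.4, EDTA, Tween-20; 5 min RT. Detection: diaphorase 0.133 mg/mL + resazurin 37 µM, fluorescence ex540/em590 at 0 and 20 min; normalized to enzyme-free and DMSO wells.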
# GRP78 ERSR act = inducers of ER stress response in human glioma cells; U87-MG GRP78 promoter luciferase reporter, 16 h; Potency, µM, for the others: at the top dose activation, usual class: activators; 420,000 compounds, 0.02% hits; further: potency means the concentration at half of the fitted maximal effect; series mostly up to about 76 µM; % of control where 0% means no effect; nearly all actives have a fitted effect of over 35% in size
#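 ERSR induction read as luciferase luminescence (Bright-Glo, 10 min at room temperature) in stably transfected human U87-MG glioma cells exposed to compounds for 16 h, using GRP78 as sensor.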
# 12-LOX inh = ALOX12 (human) lipoxygenase inhibition; purified 12hLO, xylenol orange hydroperoxide absorbance; Potency, µM (series often up to 108 µM), without a hit: at the top dose activity change, negative = inhibition, actives largely listed as inhibitors; 580,000 compounds, 1.1% hits; AID 1671190; further: potency means the concentration at half of the fitted maximal effect; on the % scale 0 is the no-effect control and ±100 the full control effect
#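 Hydroperoxide product was detected by ferrous iron/xylenol orange as the 573 to 405 nm absorbance ratio. Arachidonic acid at 40 uM (final) was turned over for 30 min at room temperature by 150 nM human 12hLO, pH 7.0 Hepes buffer, after 15 min compound preincubation.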
# Active calls of the source: *; ? = inconclusive; . = not tested or not shown; & = joins results of further samples; [ ] = dose if it differs, or a comment. Unless noted, the call rests on the fitted dose curve; in most records, active means well fitted curve in the direction sought with a large enough effect; inconclusive means small, poorly fitted or top-dose-only effect, or another doubt; inactive means no such curve, though single readings can be large; an effect the other way counts as inactive or inconclusive. An excerpt; count on the stated rates, not on these rows.
molecule	D2 ag	12-LOX inh	D2 antagonist	LDHA block	Vif-A3F inh	RGS4 inh	Vif-A3G inh	GRP78 ERSR act	ERG Ets-DNA blk
CN(C)S(=O)(=O)c1cccc(NC(=O)CSc2ncnc3ccccc23)c1	.	19%	.	-13	19%	13%	-20%	-10%	5%
COc1ccc(O)c(CN2CCCC(N3CCN(c4ccccc4OC)CC3)C2)c1 (stereo not given)	0.2	-1%	1	0	4%	-6%	1%	0%	-7%
CC1=C(C(=O)NCc2ccc(Cl)cc2)C2(CCC(C)CC2)OC1=O (stereo not given)	0.8&0.5	?	-4	-4&-11	2%	17%&-3%	0%	-3%	26%&11%
Cc1ccc(C)c(S(=O)(=O)NCc2ccc(C(=O)N3CC(C)OC(C)C3)cc2)c1 (stereo not given)	0.0	0%	1	-2	-5%	-5%	1%	-3%	-7%
COCCNC(=O)CCSc1nc(-c2ccc(OC)cc2)cc(C(F)(F)F)n1	-0.5	0%&0%	.	-4&-2	-3%&-2%	1%&-28%	-2%&6%	-1%&-5%	-7%&9%
Cc1nn(C)cc1C(=O)Nc1ccccc1Br	0.0	-14%	20	-11	-2%	-10%	-2%	0%	2%
CCOC(=O)C1=c2/c(=C/c3ccncc3)c(N)c(C(=O)OC)n2C(=O)C(c2ccncc2)S1 (stereo not given)	2.2	-16%	5	-11	10%	-9%	3%	-4%	-8%
N#Cc1c(N)nc2c(c1N)CC(=O)N2c1ccccc1-c1ccccc1	0.7	24%	0	-2	1%	-14%	-10%	-1%	9%
Cc1ccc(N2C(N)=C(C#N)C(c3cc(CN4CCOCC4)cs3)C3=C2CC(C)(C)CC3=O)cc1 (stereo not given)	-0.4	-5%	-32	-3	-6%	-25%	0%	4%	-18%
COC1(c2cc(-c3ccccc3)nc(N)n2)CCCCC1	0.0	-24%	2	7	0%	-12%	0%	-1%	-2%
CN(C)C(=S)Nc1ccc(S(=O)(=O)N2CCCCC2)cc1	1.1	14%	-6	-2	14%	8%	-1%	-1%	4%
CCOC(=O)c1cnc2ccc(OC)cc2c1Nc1ccc2c(c1)OCCO2	-3.5	-29%	-6	5	6%	0%	6%	-13%	1%
CCOC(=O)c1c(-c2ccc(C)o2)csc1NC(=O)CSc1nnnn1-c1ccccc1	-0.7	?	10	-1&0	-9%	-98%	0%	-3%	.
O=C(NCCN1CCOCC1)c1ccncc1	0.7	-26%	-7	4	-17%	-30%[56.9 µM]	-4%	-9%	1%
COc1ccc(CCN(C)C(=O)CCCN2C(=O)c3cccc4cccc(c34)C2=O)cc1OC	-0.1	11%	-4	3	-3%	-23%	1%	-3%	-8%
COc1ccc(Cn2c(=O)[nH]c3cc(C(=O)NCCCOC(C)C)ccc3c2=O)cc1	-1.6	7%	11	1	11%	16%	-1%	-2%	-2%
COc1ccc(/C=C/C(=O)Nc2sc3c(c2C(=O)NCc2cccnc2)CCCC3)cc1	-0.3	6%	-11	0	-12%	-12%	-6%	-2%	-3%
COc1ccc(CCNC(=O)c2ccc3c(Cl)c4c(nc3c2)CCCC4)c(OC)c1	-1.9	-19%	.	-1	-5%	-1%	5%	-2%	3%
COc1ccccc1-c1nnc(SCC(=O)c2c(N)n(C3CC3)c(=O)[nH]c2=O)n1C	0.8	-12%	-5	-3	7%	9%	1%	-1%	-3%
CN(C)CCCN(C(=O)c1ccco1)c1nc2cc3c(cc2s1)OCO3	0.1	-5%	-5	-3	-3%	20%	-4%	2%	3%
O=C(CSc1cccc[n+]1[O-])NCC1CCCCC1	1.1	7%	5	-5	-11%	5%	-3%	-1%	-2%
COc1ccc(CCNC(=O)C2CCN(c3nc4ccccc4nc3C(F)(F)F)CC2)cc1OC	-0.4	-24%	.	-3	-4%	-2%	4%	0%	8%
N#Cc1c(N2CCSCC2)nsc1-c1ccccc1Cl	0.8	?	-1	-7	1%	3%	-11%	5%	0%
COc1ccc(OCCCC(=O)Nc2cccc(C(C)=O)c2)cc1	-0.2	-11%	10	-4	2%	-9%	2%	-1%	?
Cc1ccc(C(=O)Nc2nnc(C3=COCCO3)o2)cc1C	0.3	24%	-44	-1	?	-6%	2%	-2%	-11%

# Carrying on:
molecule	D2 ag	12-LOX inh	D2 antagonist	LDHA block	Vif-A3F inh	RGS4 inh	Vif-A3G inh	GRP78 ERSR act	ERG Ets-DNA blk
COCCNC(=O)c1ccc2c(c1)S(=O)(=O)c1ccccc1C2=O	.	13%	.	0	-4%	-2%	1%	-2%	5%
Cc1ccc(S(=O)(=O)N2CCN(C(=O)CC(C)n3cncn3)CC2)cc1C (stereo not given)	-3.1	-9%	17	-4	3%	-4%	-2%	-4%	-15%
CCC(O)C(C)(C)C (stereo not given)	0.5	13%	6	1	7%	11%	0%	-5%	-14%
COc1cccc(OC)c1OCCOc1ccccc1OC(C)C	0.1	-19%	2	3	-7%	-12%	1%	-5%	-2%
CCOc1ccc(-n2nc3c(=O)n(CCN4CCCCC4)nc(C)c3c2C)cc1	1.9	-8%	-10	-5	6%	7%	1%	-4%	26%
Cc1cc(C(=O)N2CCC2(C)C(=O)NCc2cccc3ccccc23)nn1C (stereo not given)	.	8%	.	1	.	.	-4%	-1%	.
CC1Oc2ccccc2N(CC(=O)Nc2ccc(F)cc2)C1=O (stereo not given)	0.6	?	8	-3	-1%	20%	1%	-3%	-1%
O=[N+]([O-])c1ccc(S(=O)(=O)N/N=C/c2ccsc2)cc1	-1.3	?	7	3	-2%	7%	-2%	-4%	?
CCCS(=O)(=O)N1CCCC(C(=O)NCCCN(C)Cc2ccccc2)C1 (stereo not given)	-1.6	51%[activator]	-13	0	6%	-4%	-1%	0%	-8%
CC(=O)Nc1ccc(S(=O)(=O)N2CCC(C(=O)O)CC2)cc1	0.6	-13%	-7	0	11%	14%	-8%	-3%	-12%
C[C@@H]1Cn2cnc(C(=O)N[C@@H](C)C(=O)OC(C)(C)C)c2C(=O)N1	.	18%	.	-2	3%	.	1%	0%	.
C[C@H](NC(=O)c1ccccc1Cl)C(=O)OCCOc1ccc(Cl)cc1	-1.8	-23%	26	-3	-1%	19%	1%	0%	-7%
COc1cccc2c(=O)n(CC(=O)N3CCN(c4ccccc4)CC3)ccc12	0.3	30%[activator]	-43	-2	1%	11%	-5%	-6%	5%
O=C(NNS(=O)(=O)c1ccc2ccccc2c1)c1cccs1	0.5	-2%	-5	6	-1%	?	-2%	-4%	0%
CCOc1ccc(S(=O)(=O)N2CCCC(C(=O)N3CCN(c4ccccc4)CC3)C2)cc1 (stereo not given)	4.1	170%[activator]	-2	-1	2%	4%	2%	-2%	14%
COc1ccc(-c2noc(-c3ccc(NCCc4ccccc4)c([N+](=O)[O-])c3)n2)cc1OC	-0.2	0%	.	-1	-9%	-9%	3%	0%	2%
Oc1ccc(Cl)cc1/C=C/c1ccc2cccc(O)c2n1	1.1	?	4	4	?	-4%	-14%	-1%	8%
CN(C)c1nc(N)nc2c1ncn2C1OC(CO)CC1O (stereo not given)	.	3%	.	0	.	.	3%	1%	.
N#CCCn1c(SCC(=O)Nc2ccc(N3CCOCC3)cc2)nc2ccccc21	.	-22%	.	2	?	-45%	0%	-1%	-2%
CN(CC(=O)Nc1ccc(S(=O)(=O)N2CCOCC2)cc1)Cc1ccc(F)cc1	0.0	0%	-1	-1	-17%	-7%	0%	-5%	-7%
CC(=O)N1CCN(C(=O)c2cccc(S(=O)(=O)N3CCN(c4ccc(F)cc4)CC3)c2)CC1	-0.5	-9%	-7	-3	1%	-16%	-1%	0%	-15%
N#CCC(=O)Nc1ccc(C(=O)OCC(=O)NNC(=O)c2cccs2)cc1	-0.1	-13%	3	-9	5%	-1%	1%	-4%	2%
COCCCN(Cc1ccco1)C(=O)Cn1ncc2c([nH]c3ccccc32)c1=O	-0.8	6%	-4	-2	2%	-5%	-10%	2%	11%
c1ccc(C(c2ccccn2)c2ccccn2)cc1	-0.3	-4%	6	-5	1%	?	-3%	-3%	4%
CCCCC1CC(CSC(=N)N)OC1=O (stereo not given)	0.9	?	0	-3	2%	-8%	3%	-3%	-7%

# Following part
molecule	D2 ag	12-LOX inh	D2 antagonist	LDHA block	Vif-A3F inh	RGS4 inh	Vif-A3G inh	GRP78 ERSR act	ERG Ets-DNA blk
COc1cc2c(Cc3ccccc3)cncc2cc1O	.	19%	.	6	-9%	-31%	0%	-3%	19%
CCCCN(C)S(=O)(=O)c1cc2c3c(c1)CCC(=O)N3CCC2	0.2	-1%	5	-2	-3%	12%	2%	-1%	1%
CC(=O)N(c1nc(CCl)cs1)c1cccc(C)c1C	-0.3	?	0	-2	?	-19%	-1%	-5%	-1%
CCOC(=O)c1cc(-c2cccnc2)nn1-c1ccccn1	-1.1	6%	13	2	-8%	20%	0%	1%	2%
O=C(COC(=O)c1cccc(Oc2ccccc2)c1)NCc1ccco1	.	0%	.	-7	-4%	0%	1%	-3%	-7%
Cc1ccc(NC(=O)Cn2c(=O)ccn(Cc3ccccc3)c2=O)cc1S(=O)(=O)N1CCOCC1	.	-5%	.	-2	2%	3%	-10%	-3%	0%
